Assay outcomes as filed in PubChem BioAssay.
POLH inh – qHTS for Inhibitors of Polymerase Eta; DNA polymerase eta (Homo sapiens), Q9Y253; recombinant Pol eta, fluorescent DNA replication assay; Potency, µM (top dose mostly 114 µM), inactives show top-dose activity change, negative = inhibition, hits mostly inhibitors; 1.2% of 390,000 active; further: on the % scale 0 is the no-effect control and ±100 the full control effect
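Pol eta at 10 nM preincubated with compounds 15 min at room temperature; reaction started with fluorescent substrate (50 nM final) and read kinetically at 0 and 10 min.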
BAZ2B inh – qHTS Assay for Inhibitors of BAZ2B | Bromodomain adjacent to zinc finger domain protein 2B (Homo sapiens), Q9UIF8 | AlphaScreen BAZ2B-H3K14Ac peptide displacement | Potency, µM (top dose mostly 114 µM), without a hit: top-dose activity change, negative = inhibition, usual class: inhibitors | 4.4% of 360,000 active | AID 504333, 2011; further: on the % scale 0 is the no-effect control and ±100 the full control effect; nearly all actives have a fitted effect of over 60% in size
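Multi-concentration screen (max 110 uM) measuring displacement of acetylated histone H3 peptide from BAZ2B by AlphaScreen, using 50 nM protein, 50 nM peptide and 10 ug/mL streptavidin donor plus Ni-chelate acceptor beads.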
POLK inh – qHTS for Inhibitors of Polymerase Kappa; DNA polymerase kappa (Homo sapiens), Q9UBT6; purified Pol kappa, fluorescent DNA synthesis assay, 10 min; Potency, µM (titrated, usually from 107 µM), for inactives: at the top dose activity, negative = inhibition, hits mostly inhibitors; AID 588579, 2011; 0.53% of 400,000 active; further: on the % scale 0 is the no-effect control and ±100 the full control effect
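10 nM Pol kappa was preincubated with compounds for 15 min at room temperature. Reaction started with 50 nM (final) substrate. Fluorescence read kinetically at 0 and 10 min.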
G9a inh – qHTS Assay for Inhibitors of Histone Lysine Methyltransferase G9a; Histone-lysine N-methyltransferase EHMT2 (Homo sapiens), Q96KQ7; 8.8% of 350,000 active; G9a H3K9 monomethylation, AlphaScreen, 2 h; Potency, µM (titrated, usually from 102 µM), inactives show top-dose activity, negative = inhibition, actives largely listed as inhibitors; further: on the % scale 0 is the no-effect control and ±100 the full control effect; nearly all actives have a fitted effect of over 75% in size
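G9a (20 nM) preincubated 15 min RT with compounds, then 500 nM biotinylated H3K9 peptide and 20 uM SAM added; 2 h RT reaction. Monomethyl-H3K9 product detected by AlphaScreen with anti-H3K9me1 antibody, streptavidin donor and anti-rabbit IgG acceptor beads.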
APE1 inh – qHTS Assay for Inhibitors of the Human Apurinic/apyrimidinic Endonuclease 1 (APE1). DNA repair nuclease/redox regulator APEX1 (Homo sapiens), P27695. recombinant APE1, TAMRA/BHQ-2 abasic DNA cleavage fluorescence. Potency, µM (top dose mostly 65.8 µM), without a hit: at the highest dose activity change, negative = inhibition, actives largely listed as inhibitors. 0.35% of 350,000 active;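 further: plate controls were vehicle for no effect and reference inhibitor for full effect; nearly all actives have a fitted effect of over 55% in size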
Target sequence (P27695 whole entry, looked up): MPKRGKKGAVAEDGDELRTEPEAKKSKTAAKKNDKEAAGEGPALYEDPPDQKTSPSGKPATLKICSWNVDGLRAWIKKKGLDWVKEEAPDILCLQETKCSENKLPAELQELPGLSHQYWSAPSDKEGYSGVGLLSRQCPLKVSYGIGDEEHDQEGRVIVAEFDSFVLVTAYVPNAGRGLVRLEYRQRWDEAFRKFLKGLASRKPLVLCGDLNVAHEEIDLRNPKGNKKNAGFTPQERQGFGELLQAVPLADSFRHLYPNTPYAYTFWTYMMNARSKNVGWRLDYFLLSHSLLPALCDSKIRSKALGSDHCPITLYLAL
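Endonuclease cleavage of a quenched abasic-site DNA duplex (50 nM) by APE1 (0.75 nM) was tracked by TAMRA dequenching. Compounds were preincubated with enzyme 15 min at room temperature; data normalized to buffer-only and DMSO wells plus NSC13755 control.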
Pol iota inh – qHTS for Inhibitors of Polymerase Iota. DNA polymerase iota (Homo sapiens), Q9UNA4. Pol iota fluorescent replication assay, 10 min. Potency, µM (top dose mostly 115 µM), for inactives: at the highest dose activity, negative = inhibition, most hits filed as inhibitors. 1% of 390,000 active. AID 588590, 2011
Target sequence (Q9UNA4 whole entry, looked up): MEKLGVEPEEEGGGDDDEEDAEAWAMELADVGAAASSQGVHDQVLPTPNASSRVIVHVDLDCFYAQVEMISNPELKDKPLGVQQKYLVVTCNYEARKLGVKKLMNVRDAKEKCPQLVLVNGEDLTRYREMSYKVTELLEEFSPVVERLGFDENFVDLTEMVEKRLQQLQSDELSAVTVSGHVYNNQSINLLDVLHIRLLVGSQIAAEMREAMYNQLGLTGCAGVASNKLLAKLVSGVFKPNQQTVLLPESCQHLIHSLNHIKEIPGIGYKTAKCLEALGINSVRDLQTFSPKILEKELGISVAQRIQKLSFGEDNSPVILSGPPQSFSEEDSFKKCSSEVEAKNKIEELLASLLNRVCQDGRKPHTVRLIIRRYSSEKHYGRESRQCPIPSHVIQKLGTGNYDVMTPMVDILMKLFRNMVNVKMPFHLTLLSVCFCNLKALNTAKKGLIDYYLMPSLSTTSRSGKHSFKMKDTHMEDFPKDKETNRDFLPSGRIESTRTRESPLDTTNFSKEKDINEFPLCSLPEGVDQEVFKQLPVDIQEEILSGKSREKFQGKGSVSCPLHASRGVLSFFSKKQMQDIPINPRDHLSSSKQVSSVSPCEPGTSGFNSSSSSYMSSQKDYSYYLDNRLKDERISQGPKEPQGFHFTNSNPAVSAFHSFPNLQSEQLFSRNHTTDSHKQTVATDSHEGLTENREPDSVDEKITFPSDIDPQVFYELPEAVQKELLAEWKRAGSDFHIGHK
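Pol iota at 10 nM preincubated 15 min with compounds at room temperature; reaction started with fluorescent substrate, 50 nM final. Fluorescence read kinetically at 0 and 10 min; buffer-only wells as negative control.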
JMJD2A Tudor inh – qHTS Assay for Inhibitors of JMJD2A-Tudor Domain | 4.4% of 390,000 active | Potency, µM (highest dose often 114 µM), inactives show at the highest dose activity change, negative = inhibition, actives largely listed as inhibitors | Lysine-specific demethylase 4A (Homo sapiens), O75164 | AlphaScreen JMJD2A-Tudor / H3K4me3 peptide binding; further: on the % scale 0 is the no-effect control and ±100 the full control effect; nearly all actives have a fitted effect of over 50% in size
POLB inh – qHTS Assay for Inhibitors of DNA Polymerase Beta. 1.3% of 340,000 active. P06746. Pol beta primer extension/strand displacement, fluorescence kinetic. Potency, µM (top dose mostly 114 µM), inactives show top-dose activity change, negative = inhibition, actives largely listed as inhibitors; further: on the % scale 0 is the no-effect control and ±100 the full control effect
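Kinetic readout of DNA synthesis with strand displacement by Pol beta. Compound and 10 nM enzyme sit 15 min at room temperature; 50 nM substrate starts the reaction, read immediately and at 10 min.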
BLM inh – qHTS Assay for Inhibitors of Bloom's syndrome helicase (BLM) | RecQ-like DNA helicase BLM (Homo sapiens), P54132 | recombinant BLM DNA unwinding, fluorescence dequenching | Potency, µM (doses to about 56.1 µM), inactives show at the highest dose activity change, negative = inhibition, actives largely listed as inhibitors | 0.2% of 350,000 active;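 further: plate controls were vehicle for no effect and no enzyme for full effect; nearly all actives have a fitted effect of over 35% in size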
The depositor's hits bear a star; ? = inconclusive; . = not tested or not shown; & = joins results of further samples; [ ] = another dose, or the depositor's remark. The call rests on the fitted dose curve; in most records, active means well fitted curve in the direction sought with a large enough effect; inconclusive means small, poorly fitted or top-dose-only effect, or another doubt; inactive means no such curve, though single readings can be large; an effect the other way counts as inactive or inconclusive. Potency means the concentration at half of the fitted maximal effect. This is a subset; rates above refer to the full screens.

(1) CCOC(=O)c1c(NC(=O)CSc2nnnn2-c2ccccc2)sc2c1CC(C)(C)NC2(C)C
(2) COCCNC(=O)C1CCCN(c2nn3c(=O)cc(C)nc3s2)C1 (configuration not stated)
(3) NNC(=O)CSc1nc(-c2ccccc2)nc2c1CCCC2
(4) Cc1ccc(-c2c(C)c(-c3ccc(F)cc3)nc(N)c2C#N)o1
(5) CCn1c(SCCC(=O)O)nnc1-c1cccnc1
(6) Cc1nc(SCC(=O)Nc2ccc(N3CCOCC3)cc2)nc(C)c1C
assay / compound,1,2,3,4,5,6
POLH inh,-7%,0%,-12%,-24%,-4%,-3%
BAZ2B inh,71µM*,-1%,?,20%,-6%,-33%
POLK inh,-5%,-18%,-10%,-5%,1%,-13%
G9a inh,.,34%[59 µM],?,13µM*,45µM*,40µM*
APE1 inh,17%,10%,-5%,1%,-2%,-7%
Pol iota inh,20%,5%,52%[activator],8%,-3%,-2%
JMJD2A Tudor inh,?,-4%,-14%,6%,-17%,-13%
POLB inh,-2%,31%,-2%,0%,39%,0%
BLM inh,-9%,0%,-11%,-4%,3%,-7%

Brought forward from above: 3 entries, then new ones.
(4) Cc1ccc(-c2c(C)c(-c3ccc(F)cc3)nc(N)c2C#N)o1
(5) CCn1c(SCCC(=O)O)nnc1-c1cccnc1
(6) Cc1nc(SCC(=O)Nc2ccc(N3CCOCC3)cc2)nc(C)c1C
(7) CCCCNC(=O)NCCN1CCOCC1
(8) COC(=O)[C@@]1(Cc2ccc(OC)cc2)[C@@H]2C(=CC(=O)[C@H]2CC(=O)C(=O)N(C)C)CN1C(=O)c1ccccc1
(9) S=c1[nH]nc(-c2cc(-c3ccccc3)n[nH]2)n1/N=C/c1cccc(Cl)c1
(10) COCCCn1c(=O)/c(=C\c2ccccc2OC(F)F)s/c1=C(/C#N)C(=O)NCCOC
(11) COCCn1c(SCc2cc(=O)n3cc(C)ccc3n2)nc2ccccc2c1=O
(12) O=C(c1cccnc1)N1CCN(S(=O)(=O)c2ccc(F)cc2)CC1
assay / compound,4,5,6,7,8,9,10,11,12
POLH inh,-24%,-4%,-3%,-10%,-10%,40µM*,-9%,.,-1%
BAZ2B inh,20%,-6%,-33%,-8%,-35%,50µM*,-1%,-11%,9%
POLK inh,-5%,1%,-13%,1%,1%,?,-7%,.,2%
G9a inh,13µM*,45µM*,40µM*,3%,?,10µM*,1%[12.7 µM],29%[12.7 µM],.
APE1 inh,1%,-2%,-7%,?,-2%&-4%,-5%,3%,-5%,10%
Pol iota inh,8%,-3%,-2%,5%,5%,25µM*,7%,.,64%[activator]
JMJD2A Tudor inh,6%,-17%,-13%,-4%,-14%,40µM*,-18%,.,-2%
POLB inh,0%,39%,0%,-2%,4%,7.1µM*,-1%,32%,30%
BLM inh,-4%,3%,-7%,-1%,-6%&-8%,-20%,-2%,-4%,1%

(13) O=C(O)C1=C[C@@H](C2CC2)C[C@@H](OCc2ccc(CO)cc2)O1
(14) Clc1ccc(-c2nc(-c3cc4cc(Cl)ccc4o3)cs2)cc1
(15) CCCCc1nn2c(=O)cc(COC(=O)c3ccccc3NC(=O)C(C)(C)C)nc2s1
(16) Cc1cc(F)ccc1NC(=O)Cn1c(=O)ccc2cc(S(=O)(=O)N3CCC(C)CC3)ccc21
(17) COc1ccc(CCNC(=O)CCS(=O)(=O)c2ccc(Br)cc2)cc1OC
(18) COc1ccc(S(=O)(=O)N2CCC(C(=O)NCCC(=O)NCc3ccccc3OC)CC2)cc1
assay / compound,13,14,15,16,17,18
POLH inh,-10%,1%,-9%,-11%,-2%,-2%
BAZ2B inh,-21%,-18%,1%,-2%,?,-2%
POLK inh,-4%,-7%,-14%[60.1 µM],-5%[60.1 µM],2%,-3%
G9a inh,?,14%[12.7 µM],26%[59 µM],10%[59 µM],-1%,49%[activator]
APE1 inh,0%,-9%,.,.,14%,44%
Pol iota inh,-2%,?,3%,5%,17%,21%
JMJD2A Tudor inh,-34%,-2%,-12%,-19%,-5%,-17%
POLB inh,16%,-10%,1%,-21%,?,26%
BLM inh,2%,-4%,1%,-6%,-1%,2%

3 entries out of the list, ordered by molecular weight, low to high:
(13) O=C(O)C1=C[C@@H](C2CC2)C[C@@H](OCc2ccc(CO)cc2)O1
(3) NNC(=O)CSc1nc(-c2ccccc2)nc2c1CCCC2
(14) Clc1ccc(-c2nc(-c3cc4cc(Cl)ccc4o3)cs2)cc1
assay / compound,13,3,14
POLH inh,-10%,-12%,1%
BAZ2B inh,-21%,?,-18%
POLK inh,-4%,-10%,-7%
G9a inh,?,?,14%[12.7 µM]
APE1 inh,0%,-5%,-9%
Pol iota inh,-2%,52%[activator],?
JMJD2A Tudor inh,-34%,-14%,-2%
POLB inh,16%,-2%,-10%
BLM inh,2%,-11%,-4%

(cont.)
(19) COc1cc(CN2CCC(n3nccc3NC(=O)C3CC3)CC2)cc(OC)c1
(20) Cc1ccc2nc(CCCc3nc4ccc(C)cc4[nH]3)[nH]c2c1
(21) COCCCNC(=O)CN(c1ccc(OC)cc1)S(=O)(=O)c1ccc(NC(C)=O)cc1
(22) O=S1(=O)N=C(N2CCCC2)c2ccccc21
(23) C/C(Cl)=C/Cn1c(SCC(C)C)nc2c1c(=O)[nH]c(=O)n2C
(24) CCCCNC(=O)CC1N=C2c3ccccc3N=C(SCC(=O)Nc3ccccc3OC)N2C1=O (configuration not stated)
assay / compound,19,20,21,22,23,24
POLH inh,3%,-9%,3%,-19%,-21%,-5%
BAZ2B inh,-13%,-35%,-21%,-16%,8%,-1%
POLK inh,-21%,-8%,-3%,-7%,-4%,1%
G9a inh,-5%,.,35%[12.7 µM],-16%,50µM*,-17%
APE1 inh,27%,-13%,-5%,9%,21%,2%
Pol iota inh,24%,-6%,14%,129%[activator],22%,12%
JMJD2A Tudor inh,-13%,-20%,-23%,9%,9%,-12%
POLB inh,4%,2%,5%,3%,37%,5%
BLM inh,-7%,-7%,-3%,2%,-1%,2%

(25) O=C(O)c1ccc(CSC2CCCCC2)cc1
(26) CCN(C(=O)CN(C)Cc1cccc(Cl)c1Cl)c1c(N)n(Cc2ccccc2)c(=O)[nH]c1=O
(27) CC(=O)c1ccc(O)c(CC=C(C)C)c1O
(28) COc1ccc(NC(=O)C/C(C)=N/NC(=O)c2ccco2)c([N+](=O)[O-])c1
(29) O=C(COC(=O)c1cccc(-n2cnnn2)c1)c1ccc(Br)cc1
(30) Cc1cccc(-n2c(SCc3nc(-c4ccccc4C)no3)nnc2-c2ccccc2)c1
assay / compound,25,26,27,28,29,30
POLH inh,-10%,-27%,?,-25%,-19%,-19%
BAZ2B inh,0%,-5%,.,-10%,4%,-15%
POLK inh,3%,-11%,-6%,-10%,1%,20%
G9a inh,1%,1%[59 µM],.,45µM*,-31%,2%[59 µM]
APE1 inh,43%,1%,.,23%,13%,.
Pol iota inh,23%,12%,5%,46%[activator],-20%,23%
JMJD2A Tudor inh,5%,-9%,-17%,-14%,0%,-17%
POLB inh,35%,15%,.,9%,.,0%
BLM inh,0%,5%,.,0%,.,-2%

(31) CC(C)c1cc(C(=O)NCc2ccc(F)cc2)no1
(32) N#Cc1cc(C(=O)c2ccccc2OCC(=O)Nc2ccccc2Cl)cn(C2CCCCC2)c1=O
(33) Cc1ccc(NCC(=O)Nc2cccc(F)c2)cc1S(=O)(=O)N1CCCCCC1
(34) COc1ccc(C2C(C#N)=C(N)Oc3cc(C)[nH]c(=O)c32)c(OC)c1OC (configuration not stated)
(35) Fc1ccc(-n2c(CN3CCCCC3)n[nH]c2=S)cc1
(36) COc1cc(OC)c(OC)cc1CNC(=O)c1cc(S(=O)(=O)N2CCOCC2)ccc1F
assay / compound,31,32,33,34,35,36
POLH inh,.,-3%,-13%,-12%,-13%,-13%
BAZ2B inh,-2%,-5%,-2%,-1%,-11%,0%
POLK inh,-7%,-4%,-5%,-2%,7%,12%
G9a inh,0%[59 µM],12%,20%,0%[59 µM],45µM*,-7%[2.33 µM]
APE1 inh,.,-1%,12%,5%,-1%,24%
Pol iota inh,40%[activator],-2%,18%,8%,8%,30%
JMJD2A Tudor inh,12%,-19%,-34%,-12%,?,-17%
POLB inh,?,29%,-1%,0%,14%,.
BLM inh,-5%,-2%,-12%,2%,-5%,.

(37) CC1CC[C@@]2(OC1)OC1CC3C4CC=C5CC(O)CC[C@@]5(C)C4CC[C@]3(C)C1C2C (some centres not stated)
(38) COc1cccc(CNc2nc3ccc(C)cc3n3cnnc23)c1
(39) COc1ccc(CN2CSC(=S)N(Cc3ccccc3)C2)cc1
(40) Cc1[nH]c2ccccc2c1C(=O)C(C)OC(=O)c1ccc([N+](=O)[O-])o1 (configuration not stated)
(41) Cc1ccccc1S(=O)(=O)Nc1cccnc1
(42) Cn1cc(C=O)c2ccccc21
(43) Cc1ccc(-c2ccc(CCC(=O)O)n2-c2cccc(C)c2C)cc1
(44) COc1ccc(Cl)cc1S(=O)(=O)N1CCCC1=O
assay / compound,37,38,39,40,41,42,43,44
POLH inh,.,-5%,-5%,-26%,-12%,1%,-8%,-19%
BAZ2B inh,.,-2%,-1%,-38%,-2%,-21%,45µM*,3%
POLK inh,0%[60.1 µM],13%,-13%,-15%,8%,-10%,-7%,-3%
G9a inh,-21%[2.33 µM],-2%,84%[activator][59 µM],?,-5%[59 µM],13%,14µM*,2%
APE1 inh,0%,0%,-5%,-1%,-1%,6%,.,-2%
Pol iota inh,.,25%,?,6%,-5%,10%,0%,92%[activator]
JMJD2A Tudor inh,.,-9%,-4%,?,-21%,0%,35µM*,?
POLB inh,.,4%,-11%,-24%,-1%,8%,?,10%
BLM inh,6%,-2%,-8%,-7%,4%,5%,-7%,-3%
